Bioassay records from PubChem BioAssay.
MEKK3 PB1 HTS = raises or lowers MEK5 binding to the human MEKK3 PB1 domain; Q99759; bead-based flow cytometry, Alexa488-MEK5 binding to MEKK3; actives lie on both sides; 0 = blocked by unlabeled MEK5, 100 = vehicle; binding response (% of control), % at 10 µM; 290,000 compounds, 1.4% hits;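 active = binding response more than 3 SD above or below the average of its plate-row segment, actives on both sides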;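 also: Alexa488 bead fluorescence after subtracting the streptavidin-only scavenger bead signal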
Target sequence (Q99759 whole entry, looked up, the tested form may be a part): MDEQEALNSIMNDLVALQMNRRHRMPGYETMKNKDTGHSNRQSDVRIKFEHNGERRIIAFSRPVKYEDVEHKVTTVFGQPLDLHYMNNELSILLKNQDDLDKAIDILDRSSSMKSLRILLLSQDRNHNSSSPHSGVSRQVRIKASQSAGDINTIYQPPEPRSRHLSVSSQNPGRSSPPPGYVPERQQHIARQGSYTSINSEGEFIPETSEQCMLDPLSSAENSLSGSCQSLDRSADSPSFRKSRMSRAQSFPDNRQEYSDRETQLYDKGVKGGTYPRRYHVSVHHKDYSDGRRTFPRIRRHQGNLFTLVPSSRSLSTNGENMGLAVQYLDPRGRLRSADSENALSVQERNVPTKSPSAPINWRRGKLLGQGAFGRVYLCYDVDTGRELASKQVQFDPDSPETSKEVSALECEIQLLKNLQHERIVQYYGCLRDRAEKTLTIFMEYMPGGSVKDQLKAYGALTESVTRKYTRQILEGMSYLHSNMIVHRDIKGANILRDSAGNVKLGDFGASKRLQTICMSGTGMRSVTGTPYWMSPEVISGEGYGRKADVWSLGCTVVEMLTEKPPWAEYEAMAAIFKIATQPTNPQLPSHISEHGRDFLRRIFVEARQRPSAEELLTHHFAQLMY
CRFR2-BP antag = CRF-BP/CRF-R2 complex antagonism; HEK293 CRF-R2/CRF-BP, CRF-induced calcium fluorescence; AID 588475; 350,000 compounds, 0.59% hits; inhibition, % at 11.8 µM;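 active = inhibition of the ligand-induced calcium signal above about 50% at the single tested concentration, limit read from the data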
PHOSPHO1 block = inhibitors of human PHOSPHO1 phosphatase | Q8TCT1 | recombinant PHOSPHO1, absorbance phosphatase assay | inhibition, % at 13.3 µM | 290,000 compounds, 1.1% hits; in the data active = inhibition above about 60%
pCIP destab = compounds decreasing mouse p/CIP protein stability | Q05BA5 | F442A p/CIP-EGFP cells, EGFP fluorescence, 16 h | decrease of EGFP signal, % at 10 µM | 290,000 compounds, 0.01% hits | AID 1984;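 active = EGFP signal decrease of at least 30% at 10 µM or well 3 SD below plate mean, unless failing retest; inactive = the rest, including hits failing retest or dose response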; also: some compounds called inactive have numbers as strong as hits; many of its hits are not listed in these tables
GalR3 antagonist = human GalR3 antagonism | HEK293 GalR3-CNG cAMP membrane potential fluorescence; galR3 body fused to GalR1 C-terminus | inhibition, % at 3 µM | 360,000 compounds, 0.44% hits;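 active = inhibition above the screen-wide average plus 3 SD, cut at about 13% in these data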;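 also: forskolin and galanin both at EC90 stimulate the cells; cAMP rise reported by CNG channel membrane potential dye signal; 0% = forskolin plus galanin with DMSO and 100% = forskolin alone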
Target sequence (O60755 1-299 limits assumed): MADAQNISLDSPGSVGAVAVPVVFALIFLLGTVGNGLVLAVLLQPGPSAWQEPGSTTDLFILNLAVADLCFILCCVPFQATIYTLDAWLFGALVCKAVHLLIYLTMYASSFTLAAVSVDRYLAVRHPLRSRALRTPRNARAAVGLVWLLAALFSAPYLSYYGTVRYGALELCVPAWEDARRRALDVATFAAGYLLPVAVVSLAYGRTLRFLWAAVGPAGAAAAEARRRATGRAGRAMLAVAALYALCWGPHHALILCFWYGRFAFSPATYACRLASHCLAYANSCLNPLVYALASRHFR
IDE cell inh = inhibitors of human insulin-degrading enzyme in cells | P14735 | HEK cells, FAbetaB cleavage, fluorescence polarization | inhibition, % at 5.59 µM | 320,000 compounds, 0.41% hits | AID 434962;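 active = percent inhibition above the average of all tested compounds plus 3 SD, set per screening campaign, cut at about 16% in these data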;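 also: IDE supplied by intact live HEK cells; FP after avidin binding of uncleaved biotin substrate so inhibition keeps polarization high; 0% = DMSO wells and 100% = 60 µM reference IDE inhibitor Ii1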
CRFR2-BP ag = CRF-BP/CRF-R2 complex agonism. HEK293 CRF-R2/CRF-BP, calcium dye fluorescence (FLIPR); percent of saturating CRF peptide response. activation, % at 13.2 µM. 350,000 compounds, 0.46% hits. AID 588473;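 active = activation of at least 50%, plus an integration ratio under a set limit after plate pattern correction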;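 also: plate controls were neutral control wells without compound for no effect and CRF at EC100 for full effect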
CHRM4 PAM = potentiates acetylcholine response at human M4 receptor | 360,000 compounds, 0.4% hits | P08173 | CHO-K1 hM4/Gqi5, Fluo-8 calcium fluorescence, ACh EC20; 0% = ACh EC20, 100% = maximal ACh | AID 624126 | activation, % at 3 µM;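 active = activation above its plate's cutoff, the mean activation of sample wells plus 3 SD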; also: some results filed as inactive read as strong as hits
IDE act = boosts human insulin-degrading enzyme activity in HEK cells | P14735 | FAbeta-B cleavage, fluorescence polarization; 0% vehicle, 100% cell-free pure enzyme wells | activation, % at 5.96 µM | 340,000 compounds, 0.073% hits | AID 493087;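 active = activation above the mean of all tested compounds plus 3 SD, set per screening campaign, cut at about 17% in these data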
Active calls of the source: *; [ ] = remark or other dose.

`COc1ccc(NS(=O)(=O)c2ccc3nc(COc4ccc(Cl)c(C)c4)[nH]c3c2)cc1` gave MEKK3 PB1 HTS 104, CRFR2-BP antag -13, PHOSPHO1 block -4, pCIP destab -8, GalR3 antagonist 0, IDE cell inh 3, CRFR2-BP ag 12, CHRM4 PAM 2 and IDE act -2.
For CN(C)CCCNC(=O)/C(=C\c1ccc(-c2ccc(Br)cc2)o1)NC(=O)c1ccccc1 the results were MEKK3 PB1 HTS 106, CRFR2-BP antag 31, PHOSPHO1 block -18, pCIP destab -1, GalR3 antagonist -5, IDE cell inh 2, CRFR2-BP ag 0.3, CHRM4 PAM 3 and IDE act -1.
`CC(C)c1ccc(C(=O)NCCCc2ccccc2)cc1` gave MEKK3 PB1 HTS 2.0*[inhibitor], CRFR2-BP antag 14, PHOSPHO1 block 9, pCIP destab 16, GalR3 antagonist -4, IDE cell inh -2, CRFR2-BP ag -2.6, CHRM4 PAM 7 and IDE act -1.
For Cc1[nH]c2ccccc2c1/C=C/c1nc2ccccc2c(=O)[nH]1 the results were MEKK3 PB1 HTS 105, CRFR2-BP antag -8, PHOSPHO1 block 18, pCIP destab -17, GalR3 antagonist -5, IDE cell inh 4, CRFR2-BP ag -0.9, CHRM4 PAM 1 and IDE act 6.
For O=C(CSc1nnc(-c2ccc3c(c2)OCO3)n1-c1ccccc1)c1ccc(Cl)cc1 the results were MEKK3 PB1 HTS 104, CRFR2-BP antag 6, PHOSPHO1 block 5, pCIP destab -10, GalR3 antagonist -7, IDE cell inh -3, CRFR2-BP ag 1.9, CHRM4 PAM 0 and IDE act -2.
Oc1ccc2ccccc2c1N=Nc1nccs1 was read as MEKK3 PB1 HTS 96, CRFR2-BP antag 6, PHOSPHO1 block 29, pCIP destab 2, GalR3 antagonist -2, IDE cell inh 6, CRFR2-BP ag -0.1, CHRM4 PAM 5 and IDE act -12.
CCN(CC)S(=O)(=O)c1cccc(NC(=O)COC(=O)CCC(=O)c2ccc(F)cc2)c1 was read as MEKK3 PB1 HTS 102, CRFR2-BP antag 20, PHOSPHO1 block 5, pCIP destab -3, GalR3 antagonist -5, IDE cell inh 5, CRFR2-BP ag -2.7, CHRM4 PAM 1 and IDE act 3.
For O=C(O)Cc1ccc(NC(=O)c2ccc3c(c2)C(=O)N(Cc2ccccc2)C3=O)cc1 the results were CRFR2-BP antag 29, GalR3 antagonist -4, CRFR2-BP ag 1.8 and CHRM4 PAM 0.
Screening CCOC(=O)c1nn(-c2ccccc2)c(=O)cc1OCC(=O)Nc1cc(C)ccc1C returned CRFR2-BP antag -16, GalR3 antagonist -5, IDE cell inh 3, CRFR2-BP ag -1.2, CHRM4 PAM -6 and IDE act -1.
Screening O=C(CC12CC3CC(CC(Br)(C3)C1)C2)NC1=NCCS1 returned MEKK3 PB1 HTS 99, CRFR2-BP antag -7, PHOSPHO1 block 8, pCIP destab 2, GalR3 antagonist -1, IDE cell inh 3, CRFR2-BP ag 0.9, CHRM4 PAM -8 and IDE act 2.

Nothing new here: seven of the compounds above.
`COc1ccc(NS(=O)(=O)c2ccc3nc(COc4ccc(Cl)c(C)c4)[nH]c3c2)cc1` gave MEKK3 PB1 HTS 104, CRFR2-BP antag -13, PHOSPHO1 block -4, pCIP destab -8, GalR3 antagonist 0, IDE cell inh 3, CRFR2-BP ag 12, CHRM4 PAM 2 and IDE act -2.
For CN(C)CCCNC(=O)/C(=C\c1ccc(-c2ccc(Br)cc2)o1)NC(=O)c1ccccc1 the results were MEKK3 PB1 HTS 106, CRFR2-BP antag 31, PHOSPHO1 block -18, pCIP destab -1, GalR3 antagonist -5, IDE cell inh 2, CRFR2-BP ag 0.3, CHRM4 PAM 3 and IDE act -1.
`CC(C)c1ccc(C(=O)NCCCc2ccccc2)cc1` gave MEKK3 PB1 HTS 2.0*[inhibitor], CRFR2-BP antag 14, PHOSPHO1 block 9, pCIP destab 16, GalR3 antagonist -4, IDE cell inh -2, CRFR2-BP ag -2.6, CHRM4 PAM 7 and IDE act -1.
For Cc1[nH]c2ccccc2c1/C=C/c1nc2ccccc2c(=O)[nH]1 the results were MEKK3 PB1 HTS 105, CRFR2-BP antag -8, PHOSPHO1 block 18, pCIP destab -17, GalR3 antagonist -5, IDE cell inh 4, CRFR2-BP ag -0.9, CHRM4 PAM 1 and IDE act 6.
For O=C(CSc1nnc(-c2ccc3c(c2)OCO3)n1-c1ccccc1)c1ccc(Cl)cc1 the results were MEKK3 PB1 HTS 104, CRFR2-BP antag 6, PHOSPHO1 block 5, pCIP destab -10, GalR3 antagonist -7, IDE cell inh -3, CRFR2-BP ag 1.9, CHRM4 PAM 0 and IDE act -2.
Oc1ccc2ccccc2c1N=Nc1nccs1 was read as MEKK3 PB1 HTS 96, CRFR2-BP antag 6, PHOSPHO1 block 29, pCIP destab 2, GalR3 antagonist -2, IDE cell inh 6, CRFR2-BP ag -0.1, CHRM4 PAM 5 and IDE act -12.
CCN(CC)S(=O)(=O)c1cccc(NC(=O)COC(=O)CCC(=O)c2ccc(F)cc2)c1 was read as MEKK3 PB1 HTS 102, CRFR2-BP antag 20, PHOSPHO1 block 5, pCIP destab -3, GalR3 antagonist -5, IDE cell inh 5, CRFR2-BP ag -2.7, CHRM4 PAM 1 and IDE act 3.

Going on with the list:
Screening COc1ccc(-c2cc(C(=O)Nc3cccnc3Cl)no2)cc1 returned MEKK3 PB1 HTS 101, CRFR2-BP antag 5, PHOSPHO1 block -29, pCIP destab -6, GalR3 antagonist -7, IDE cell inh 0, CRFR2-BP ag 0.3, CHRM4 PAM -8 and IDE act 3.
Screening Cc1cc(NC(=O)c2noc3c2CCCCC3)nn1Cc1ccc(Cl)cc1 returned MEKK3 PB1 HTS 100, CRFR2-BP antag -63, PHOSPHO1 block 11, pCIP destab -7, GalR3 antagonist -8, IDE cell inh -3, CRFR2-BP ag -3.9, CHRM4 PAM 17 and IDE act 5.
COc1cccc(NC(=O)CCCn2nc(C)c3c(C)n(-c4ccccc4)nc3c2=O)c1 was read as MEKK3 PB1 HTS 104, CRFR2-BP antag -5, PHOSPHO1 block 42, pCIP destab -5, GalR3 antagonist 8, IDE cell inh 1, CRFR2-BP ag 0.6, CHRM4 PAM 1 and IDE act 1.
Screening COc1ccc(-c2ccc(CCC(=O)O)n2-c2ccc(O)cc2)cc1 returned CRFR2-BP antag 10, PHOSPHO1 block -13, pCIP destab -4, GalR3 antagonist 3, IDE cell inh 2, CRFR2-BP ag 1.2, CHRM4 PAM 6 and IDE act 5.
CCC(=O)c1ccc(OCC(O)Cn2nc(C)c(Br)c2C)cc1 (stereo unspecified) was read as MEKK3 PB1 HTS 107, CRFR2-BP antag 22, PHOSPHO1 block 14, pCIP destab -3, GalR3 antagonist -4, IDE cell inh 3, CRFR2-BP ag -0.2, CHRM4 PAM -6 and IDE act 5.
Screening CC(=O)N1CCN(C(=O)c2cc(S(=O)(=O)Nc3ccc(S(C)(=O)=O)cc3)ccc2Cl)CC1 returned MEKK3 PB1 HTS 97, CRFR2-BP antag 3, PHOSPHO1 block 1, pCIP destab 11, GalR3 antagonist -5, IDE cell inh 1, CRFR2-BP ag -0.8, CHRM4 PAM -4 and IDE act 4.
`COc1ccc(C(CCNCc2ccccc2)c2ccc(F)cc2)cc1` (stereo unspecified) gave MEKK3 PB1 HTS 94, CRFR2-BP antag -44, PHOSPHO1 block -6, pCIP destab -3, GalR3 antagonist -6, IDE cell inh 1, CRFR2-BP ag 18, CHRM4 PAM -10 and IDE act 7.
`CN(C)S(=O)(=O)N1C(=O)c2ccccc2C1=O` gave MEKK3 PB1 HTS 98, CRFR2-BP antag 4, PHOSPHO1 block 30, pCIP destab -2, GalR3 antagonist -5, IDE cell inh 8, CRFR2-BP ag 1.2, CHRM4 PAM 4 and IDE act 2.
For Cc1ccc(C(=O)NC2CCCCNC2=O)cc1C (stereo unspecified) the results were MEKK3 PB1 HTS 109, CRFR2-BP antag 7, PHOSPHO1 block -3, pCIP destab 4, GalR3 antagonist 0, IDE cell inh 3, CRFR2-BP ag -0.2, CHRM4 PAM 26 and IDE act 0.
`c1cc[n+](CCC[n+]2ccccc2)cc1` gave MEKK3 PB1 HTS 106, CRFR2-BP antag 7, PHOSPHO1 block 22, pCIP destab 1, GalR3 antagonist 1, IDE cell inh 1, CRFR2-BP ag 1.5, CHRM4 PAM -7 and IDE act 0.
Screening COc1ccc(OCCCC(=O)Nc2cc([N+](=O)[O-])ccc2C)cc1 returned MEKK3 PB1 HTS 105, CRFR2-BP antag -9, PHOSPHO1 block 26, pCIP destab 1, GalR3 antagonist 6, IDE cell inh 2, CRFR2-BP ag -0.3, CHRM4 PAM -4 and IDE act 4.
For CN1C=CC=C/C1=C1\SC(=S)N(C2CCCCC2)C1=O the results were MEKK3 PB1 HTS 105, CRFR2-BP antag 33, PHOSPHO1 block 49, pCIP destab -7, GalR3 antagonist -5, IDE cell inh 2, CRFR2-BP ag 0.2, CHRM4 PAM 0 and IDE act 3.
`CC(=O)Nc1cccc(C(=O)O)n1` gave MEKK3 PB1 HTS 101, CRFR2-BP antag -19, PHOSPHO1 block 26, pCIP destab -2, GalR3 antagonist -1, IDE cell inh -3, CRFR2-BP ag -1.9, CHRM4 PAM 7 and IDE act 3.
Screening CCCOc1ccc2[nH]cc(C(=O)O)c(=O)c2c1 returned MEKK3 PB1 HTS 110, CRFR2-BP antag -14, PHOSPHO1 block -7, pCIP destab -8, GalR3 antagonist -1, IDE cell inh 1, CRFR2-BP ag 0.1, CHRM4 PAM 18 and IDE act 1.
CCc1cc2cc(C(=O)N3CCN(Cc4ccccc4)CC3)sc2s1 was read as MEKK3 PB1 HTS 77*[inhibitor], CRFR2-BP antag 9, PHOSPHO1 block 7, pCIP destab -4, GalR3 antagonist -4, IDE cell inh 0, CRFR2-BP ag 3.4, CHRM4 PAM -7 and IDE act 1.
Screening Nc1cc(=O)[nH]c(SCC(=O)Nc2cc([N+](=O)[O-])ccc2Cl)n1 returned MEKK3 PB1 HTS 138*, CRFR2-BP antag 8, PHOSPHO1 block 0, pCIP destab -8, GalR3 antagonist -2, IDE cell inh -9, CRFR2-BP ag 0.1, CHRM4 PAM 4 and IDE act 8.
`COc1ccc(OC)c(S(=O)(=O)N2CCc3ccccc3C2)c1` gave MEKK3 PB1 HTS 114, CRFR2-BP antag 12, PHOSPHO1 block 29, pCIP destab -9, GalR3 antagonist -3, IDE cell inh 8, CRFR2-BP ag -1.2, CHRM4 PAM 2 and IDE act 5.
`NC(=O)CC(NC(=O)OCc1ccccc1)C(=O)O` (stereo unspecified) gave MEKK3 PB1 HTS 99, CRFR2-BP antag 5, PHOSPHO1 block 18, pCIP destab 3, GalR3 antagonist 0, IDE cell inh 0, CRFR2-BP ag 3.9, CHRM4 PAM 1 and IDE act 2.
`COc1ccc(NC(=O)c2ccc3ccccc3n2)cc1S(=O)(=O)N1CCCCC1` gave MEKK3 PB1 HTS 97, CRFR2-BP antag 11, PHOSPHO1 block 1, pCIP destab -6, GalR3 antagonist -9, IDE cell inh 0, CRFR2-BP ag 1.5, CHRM4 PAM -1 and IDE act 1.
